Compound activity (PubChem)
NCI-60 one-dose screen, 48 h, at 10 µM unless noted. Numbers give growth in % (100 = growth as untreated, 0 = no growth, -100 = all killed).
BT-549: BT-549 breast cancer; 78,000 compounds, 4.4% hits; AID 1794793
T-47D: T-47D breast cancer. 79,000 compounds, 5% hits. AID 1794792
MCF7: MCF7 breast cancer. 82,000 compounds, 6.3% hits
MDA-MB-468: MDA-MB-468 breast cancer; 78,000 compounds, 8.5% hits; AID 2202374
MDA-MB-231: MDA-MB-231 breast cancer; 81,000 compounds, 5% hits
HS 578T: HS 578T breast cancer; 78,000 compounds, 4.1% hits
LOX IMVI: LOX IMVI melanoma; AID 1794757; 79,000 compounds, 7.4% hits
MALME-3M: MALME-3M melanoma | 78,000 compounds, 5.8% hits
* marks the source's active call; other numbers are inactive results; nt = no result given; & = joins results of further samples. Rule for the calls: active = growth percent below 10; inactive = the rest.

SMILES | BT-549 | T-47D | MCF7 | MDA-MB-468 | MDA-MB-231 | HS 578T | LOX IMVI | MALME-3M
COc1ccc(C2=NN(c3ccc(Cl)cc3)C(c3c(C)nn(-c4ccccc4)c3Cl)C2)cc1 (stereo unspecified) | 98.0 | 74.1 | 86.9 | 88.0 | 94.6 | 121.4 | 88.0 | 103.4
CN(C)c1ccc(/C=C2\c3ccccc3-c3ccc(N=Cc4ccccc4)cc32)cc1 | 85.2 | 65.7 | 79.6 | 106.5 | 89.8 | 99.3 | 90.8 | 97.9
O=S(=O)(c1ccc(Br)cc1)N(c1cccc(F)c1)C1CCN(Cc2ccc(F)cc2)CC1 | 112.6 | 58.5 | 79.3 | 46.7 | 90.9 | 93.0 | 86.2 | 78.7
C=CC[n+]1ccccc1 | 106.9 | 104.6 | 100.6 | 119.8 | 116.0 | 114.6 | 98.4 | 99.2
COCC[C@H]1CCC/C=C/[C@@H]2C[C@H](O)C[C@H]2[C@H](O)/C=C/C(=O)O1 | 5.8* | -10.9* | -8.5* | -50.7* | -85.5* | 30.1 | -62.3* | -24.4*
CSc1ccccc1N1C(=O)CSC1=S | 109.9 | 87.3 | 86.9 | 79.7 | 92.2 | 89.6 | 108.5 | 112.9
COc1ccc(-c2c(-c3nc4ccc(N5CCOCC5)cc4[nH]3)[nH]c(C)c2C(C)=O)cc1 | 64.9 | 27.3 | 10.8 | 23.1 | 37.5 | 22.3 | nt | 36.4
COc1ccc(-c2nc(SCC(=O)Nc3nc(-c4ccc(C)cc4)cs3)[nH]c(=O)c2C#N)cc1 | 95.4 | 99.5 | 93.1 | 81.5 | 105.7 | 88.2 | 102.0 | 89.8
Cc1ccncc1C(=O)O | 99.8 | 107.2 | 100.5 | 100.7 | 101.3 | 96.5 | 94.0 | 96.2
CCOC(=O)N1CCc2c(sc3nc(CNc4ccc(OC)cc4)[nH]c(=O)c23)C1 | 89.8 | 84.7 | 101.0 | 109.6 | 90.2 | 62.2 | 91.3 | 110.9
O=C(CSc1nc2ccc([N+](=O)[O-])cc2[nH]1)Nc1ccc(Br)cc1 | 50.4 | 8.8* | 64.5 | 14.1 | 67.7 | 78.7 | 63.5 | 40.9
O=c1[nH]nnc2cc(Cl)ccc12 | 110.3&110.2 | 98.4&106.3 | 94.5&114.4 | 104.3&104.1 | 97.6&105.4 | 123.0&126.0 | 101.3&101.3 | 113.3&124.2
ClC(Cl)(Cl)c1nc(Nc2nc3ccccc3s2)nc(-c2ccccc2)n1 | 100.0 | 89.8 | 84.1 | 130.2 | 90.6 | 99.0 | nt | 97.9
COc1ccc2nc(-n3c(=O)c4cccnc4n(-c4cc(OC)c(OC)c(OC)c4)c3=O)sc2c1 | 103.1 | 101.0 | 108.0 | 105.5 | 98.6 | nt | 101.5 | 119.6
NS(=O)(=O)c1ccc(-c2cc(-c3nnc(SCC(=O)Nc4ccc(C(=O)/C=C/c5ccc(Cl)cc5)cc4)n3-c3ccccc3)c3ccccc3n2)cc1 | 97.9 | 79.9 | 70.6 | 84.5 | 90.8 | 84.3 | 88.0 | 101.4
COC(=O)[C@@H](Cc1c[nH]c2ccccc12)NC(=O)CCCCOc1cc(O)c2c(=O)cc(-c3ccccc3)oc2c1 | 90.7 | 59.7 | 94.9 | 71.3 | 81.7 | 80.9 | 54.7 | 94.3
COc1cccc(-c2nc(SCC(=O)Nc3ccc(C(=O)/C=C/c4ccc(Cl)cc4)cc3)[nH]c(=O)c2C#N)c1 | 99.6 | 67.9 | 56.2 | 90.4 | 79.5 | 93.7 | 89.2 | 91.6
Oc1ccc(CCC2CCNc3ccccc32)cc1 (stereo unspecified) | 47.2 | 63.9 | 98.6 | 46.8 | 86.2 | 91.8 | 81.1 | 98.8
CC(C)(C)c1ccc2c(c1)CN(C1CCCCC1)CO2 | 115.2 | 91.5 | 92.8 | 81.6 | 86.8 | 111.1 | 83.4 | 96.4
CCOC(=O)CC(CC(=O)OCC)C(=O)OCC | 102.8 | 91.2 | 99.7 | 115.6 | 106.9 | nt | 110.0 | 102.4
CCC(C)C1NC(=O)C(CCCCN)NC(=O)C(CCCCN)NC(=O)C(CC(C)C)NC(=O)C(CCCCN)NC(=O)C(C(C)CC)NC(=O)C(C(C)C)NC(=O)C(C(C)CC)NC(=O)C(CCCCN)NC(=O)C(CCCCN)NC(=O)C(C)NC(=O)C(CCCCN)NC(=O)C(CC(C)C)NC1=O (stereo unspecified) | 35.5 | nt | 22.5 | 1.5* | -0.1* | 53.0 | 50.5 | 9.5*
COc1ccc(N/N=C/c2cn(-c3ccc(C(=O)O)cc3)nc2-c2cc3ccccc3oc2=O)cc1 | 77.8 | 49.6 | 49.0 | 106.8 | 77.9 | 106.4 | 25.7 | 109.4
CC(=O)NS(=O)(=O)c1ccc(NC(=O)CSC2=NC(c3ccccc3)C(C(C)=O)=C(C)N2)cc1 (stereo unspecified) | 116.1 | 99.7 | 95.2 | 110.3 | 110.0 | 106.6 | 94.9 | 103.4
CN1CCN(Cc2ccc(NC(=O)c3cncc(C#Cc4cnc5cccnn45)c3)cc2C(F)(F)F)CC1 | 7.0* | 30.7 | 3.6* | 37.8 | -14.4* | -17.3* | -16.2* | -46.5*
COc1ccc2[nH]cc(CCNC(=O)CN3C(=O)/C(=C/c4ccco4)SC3=S)c2c1 | 106.7 | 109.4 | 97.8 | 100.6 | 102.0 | 97.0 | 98.9 | 102.3
Additional entries follow.
SMILES | BT-549 | T-47D | MCF7 | MDA-MB-468 | MDA-MB-231 | HS 578T | LOX IMVI | MALME-3M
O=C1CCCN1C1CCN(Cc2cc3ccccc3[nH]c2=O)c2ccccc21 (stereo unspecified) | 98.2 | 60.1 | 92.8 | 83.5 | 92.6 | 98.0 | 90.4 | 76.4
C/C(=N\NC(=O)Cn1c(C(C)C)nc2ccccc21)c1ccccc1C | 92.5 | 86.9 | 104.3 | 107.4 | 102.5 | 94.2 | 97.8 | 108.5
CC1Cc2c(ncn3c(-c4ccccc4)nnc23)N(C)c2ccccc21 (stereo unspecified) | 111.3 | 80.9 | 80.4 | 101.4 | nt | 103.7 | 109.4 | 87.7
CN(C)CCNc1ccc2ncc(C#Cc3cncc(C(=O)Nc4ccc(CN5CCN(C)CC5)c(C(F)(F)F)c4)c3)n2n1 | -8.5* | 78.7 | -51.9* | -67.9* | -18.2* | -16.1* | -88.6* | 17.4
Clc1ccc2c(N/N=C/c3c[nH]c4ccccc34)ccnc2c1 | -89.1* | -54.5* | -72.0* | -75.9* | -83.5* | -47.0* | -92.9* | -95.8*
CCOC(=O)/C=C/COC(=O)[C@H](C)NC(=O)[C@@H]1CCCN1C(=O)CNC(=O)C(C)(C)C | 98.0 | 102.0 | nt | 108.8 | 108.3 | 103.5 | 108.6 | 101.5
CC(C)OC(=O)c1ccc2n1CCCc1cnc(NC3CCCCC3)nc1-2 | 101.5 | nt | 82.8 | 53.2 | 94.9 | 98.7 | 86.6 | 54.3
COc1ccc(CCCCC(=O)O)cc1OC | 99.8 | 92.5 | 100.4 | 95.7 | 107.9 | 104.7 | 98.7 | 96.9
Clc1ccc(SCSc2nc3ccccc3s2)cc1 | 108.0 | 96.8 | 103.8 | 108.8 | 98.1 | 107.8 | 98.6 | 112.3
COc1ccc(C=O)c(OC)c1 | 100.2 | 94.5 | 100.1 | 112.7 | 110.2 | 105.0 | 92.0 | 91.6
O=C1/C(=C/c2ccc(-c3ccc(Br)cc3)o2)SC(=S)N1CCc1ccc(O)cc1 | 77.8 | 58.4 | 82.6 | 90.2 | 82.9 | 59.7 | 71.7 | 73.5
O=C(O)c1[nH]c(=O)[nH]c(=O)c1Cl | 98.6 | 90.0 | 98.3 | 89.3 | 101.2 | 96.9 | 97.1 | 97.1
COc1cc(C(=O)c2cc(C(C)=O)c3c4ccccc4ccn23)cc(OC)c1OC | 59.0 | 24.8 | 34.2 | 42.1 | 54.7 | 40.5 | 58.4 | 64.6
CC1Cn2c(Cc3ccccc3)nnc2S1 (stereo unspecified) | 113.3&101.8 | 113.6&100.9 | 102.9&103.9 | 91.9&106.9 | 117.2&108.6 | 107.7&117.1 | 95.4&95.2 | 101.4
N#Cc1cnn(C(=O)c2ccccc2Br)c1NC(=O)c1cc(Cl)ccc1Cl | 108.7 | 102.8 | 97.7 | 91.6 | nt | nt | nt | 95.5
COc1cccc(NC(=O)Nc2ccc(Nc3ncnc4sc(C(=O)NCCCC(=O)NO)c(C)c34)cc2)c1 | 105.6 | 97.7 | 91.5 | 97.0 | 97.1 | 99.2 | 90.8 | 95.2
COc1ccc(C(c2cc(OC)c(OC)c(OC)c2)n2cncn2)cc1O (stereo unspecified) | 11.3 | 35.0 | 17.9 | 7.9* | 43.1 | 31.3 | 43.5 | 70.2
Cc1c(Cc2ccccc2)c(=O)[nH]c(=O)n1C | 106.1 | 101.7 | 105.2 | 114.2 | 103.6 | 110.6 | 100.1 | 123.7
COC(CC(F)F)c1cc2ccccc2s1 (stereo unspecified) | 102.6 | 103.4 | 96.8 | 103.9 | 107.5 | 100.6 | 100.8 | 105.6
COc1ccc2c(ccc[n+]2[O-])c1 | 115.4 | 110.4 | 94.3 | 105.4 | 106.7 | 109.1 | nt | nt
CCOc1ccc2c(c1)sc1nc(-c3ccccc3)c(-c3ccc(OC)cc3OC)n12 | nt | 77.8 | 77.3 | 95.6 | 84.3 | 93.1 | 80.6 | nt
COc1cc(/C(=C2/O[C@@H]([C@H](O)CO)[C@H]3OC(C)(C)O[C@@H]23)c2ccc3c(c2)OCO3)cc(OC)c1OC | 107.1 | 110.9 | 99.9 | 111.4 | 93.8 | nt | 107.4 | 105.2
Nc1nc(N)c2c(n1)NC(c1ccc(C(F)(F)F)cc1)CC(c1ccc(Nc3nc(NCCO)nc(N4CCOCC4)n3)cc1)=N2 (stereo unspecified) | 76.3 | 62.7 | 33.7 | 68.3 | 80.8 | 58.5 | 49.7 | nt
C#C[C@]1(O)CC[C@H]2[C@@H]3CC=C4c5sc(Nc6ccc(C(F)(F)F)cn6)nc5CC[C@]4(C)[C@H]3CC[C@@]21C | -50.0* | 9.0* | -28.7* | 4.3* | -34.2* | -6.1* | -98.5* | -13.1*
O=C(COc1cc(O)c2c(=O)cc(-c3ccccc3)oc2c1)Nc1ccccc1 | nt | 94.3 | 85.3 | 102.9 | 72.9 | 80.3 | 89.6 | 97.7

Individual results from the list.
MDA-MB-231, CC(C)OC(=O)c1ccc2n1CCCc1cnc(NC3CCCCC3)nc1-2 : 94.9
MDA-MB-468, COc1cccc(NC(=O)Nc2ccc(Nc3ncnc4sc(C(=O)NCCCC(=O)NO)c(C)c34)cc2)c1 : 97.0

Continued.
SMILES | BT-549 | T-47D | MCF7 | MDA-MB-468 | MDA-MB-231 | HS 578T | LOX IMVI | MALME-3M
O=c1c(-c2ccc3c(c2)OCO3)coc2c(CO)c(O)ccc12 | -43.0* | 19.2 | 20.6 | -14.5* | -33.6* | 6.7* | -43.6* | -45.1*
CC1(C)O[C@@H]2C[C@H]3[C@@H]4CCC5=CC(=O)C=C[C@]5(C)[C@@]4(F)[C@@H](O)C[C@]3(C)[C@]2(C(=O)CO)O1 | 100.1 | 98.1 | 89.0 | 125.1 | 104.5 | 104.1 | 86.5 | 84.5
CCCCCn1c(=N)n(CC(O)COc2cccc(C)c2)c2ccccc21 (stereo unspecified) | -16.9* | -0.2* | 7.3* | -4.0* | 22.8 | -0.2* | 13.7 | -6.7*
CC1(C)C(=O)NC(=O)C1(C)C | 106.8 | 109.0 | 95.4 | 115.5 | 102.6 | 111.0 | 101.1 | 104.6
O=C(NNc1nc2cc(F)ccc2n2c(CN3CC4CNCC4C3)ccc12)c1ccncn1 (stereo unspecified) | nt | 12.4 | 14.7 | -3.9* | 27.5 | 45.3 | 6.6* | 22.5
CCn1c(SCC(=O)N/N=C/c2ccc(Cl)cc2)nc2c1c(=O)n(C)c(=O)n2C | 100.7 | 98.3 | 95.0 | 103.1 | 104.3 | 97.9 | 98.7 | 100.1
O=S(=O)(O)c1ccccc1N=Nc1c(S(=O)(=O)O)cc2cc(S(=O)(=O)O)c(N=Nc3ccccc3S(=O)(=O)O)c(O)c2c1O | 145.8 | 96.6 | 109.6 | 112.1 | 106.2 | 103.8 | 105.2 | 92.3
CC/C=C\C[C@H](O)C/C=C1/C(=O)C=C[C@@H]1C/C=C\CCCC(=O)OC | -20.6* | -0.5* | 4.4* | 3.0* | 11.9 | 41.1 | -76.9* | 9.1*

Limited to LOX IMVI and MDA-MB-231, for five of the compounds above:
compound	LOX IMVI	MDA-MB-231
ClC(Cl)(Cl)c1nc(Nc2nc3ccccc3s2)nc(-c2ccccc2)n1	nt	90.6
COc1ccc2nc(-n3c(=O)c4cccnc4n(-c4cc(OC)c(OC)c(OC)c4)c3=O)sc2c1	101.5	98.6
NS(=O)(=O)c1ccc(-c2cc(-c3nnc(SCC(=O)Nc4ccc(C(=O)/C=C/c5ccc(Cl)cc5)cc4)n3-c3ccccc3)c3ccccc3n2)cc1	88.0	90.8
COC(=O)[C@@H](Cc1c[nH]c2ccccc12)NC(=O)CCCCOc1cc(O)c2c(=O)cc(-c3ccccc3)oc2c1	54.7	81.7
COc1cccc(-c2nc(SCC(=O)Nc3ccc(C(=O)/C=C/c4ccc(Cl)cc4)cc3)[nH]c(=O)c2C#N)c1	89.2	79.5
